# Rab7 wt modul – alters GTP binding to wildtype dog Rab7; GTP binding activity (percent of control), % at 10 µM; 190,000 compounds, 0.055% hits; GST-Rab7 beads, fluorescent GTP binding, flow cytometry; actives lie on both sides; untreated = 100%, excess cold GTP = 0%; AID 758;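 active means fluorescent GTP binding to Rab7 beads changed by at least 20 points from the 100% baseline, either direction, mostly lower; inconclusive means compound itself probably fluorescent, or too few beads counted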;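 further: median green fluorescence of bound Bodipy-FL-GTP per Rab7 bead population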
# GSH bead fluor – compound fluoresces at 488/530 nm on GSH beads. GSH beads flow cytometry, compound fluorescence 488/530 nm; stronger effect = higher value. fluorescence (KMESF) at 10 µM. 190,000 compounds, 0.25% hits. AID 1776; in the data active means fluorescence above about 89;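 further: glutathione beads carrying GST-tagged Bcl family fusion proteins plus one bare bead set; values are compound well signal with DMSO vehicle wells as background; inactives centre near 16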
# Rac1 wt modul – human Rac1 wildtype GTP binding, inhibitors and activators | 190,000 compounds, 0.27% hits | GST-Rac1 beads, fluorescent GTP binding, flow cytometry; actives lie on both sides; 0 = cold GTP competed, 100 = untreated | GTP binding activity (% of control), % at 10 µM | P63000;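 active means GTP binding activity at least 20 points away from the 100% control level, either lower or higher; inconclusive means compound flagged as likely green fluorescent, judged across all proteins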
# Mcl1 Noxa PPI – Mcl-1/Noxa interaction inhibition | inhibition, % at 21.7 µM | TR-FRET Mcl-1/Noxa peptide binding, 2 h | 220,000 compounds, 1.5% hits | AID 1022 | Q07820;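 active means compounds that cut the protein-peptide binding signal by more than 50% relative to plate controls in a single-dose test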;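 further: His-tagged Mcl-1 with rhodamine Noxa BH3 peptide and terbium anti-His antibody; 0% = Mcl-1 plus Noxa peptide wells and 100% = peptide-only wells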
# Target sequence (Q07820 whole entry, looked up): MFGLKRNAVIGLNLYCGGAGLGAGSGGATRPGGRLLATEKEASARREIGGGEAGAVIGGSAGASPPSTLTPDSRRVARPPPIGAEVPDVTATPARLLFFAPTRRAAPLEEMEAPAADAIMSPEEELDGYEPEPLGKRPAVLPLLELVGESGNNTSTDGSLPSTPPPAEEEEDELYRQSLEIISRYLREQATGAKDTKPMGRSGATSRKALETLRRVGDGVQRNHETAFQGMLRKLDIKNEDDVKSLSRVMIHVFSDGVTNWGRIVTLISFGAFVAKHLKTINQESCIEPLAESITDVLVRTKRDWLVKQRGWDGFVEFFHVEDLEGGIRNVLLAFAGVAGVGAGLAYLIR
# Pf gametocyte – kills late stage P. falciparum gametocytes; P. falciparum stage V gametocytes, ATP luminescence, 24 h; inhibition, % at 10.9 µM; AID 743093; 150,000 compounds, 0.065% hits;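 active means inhibition above the mean plus 3 SD of compounds within the control limits, set per campaign, cut at about 38% in these data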;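 further: 0% = DMSO wells and 100% = medium only without gametocytes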
# Avidin bead fluor – avidin bead compound fluorescence profile; 220,000 compounds, 0.38% hits; Avidin beads, compound fluorescence 488/530 nm, flow cytometry; stronger effect = higher value; fluorescence (KMESF) at 10 µM; in the data active means fluorescence above about 47; further: inactives centre near 10
# Rac1 act GTP bind – modulators of GTP binding to human Rac1 activated mutant; P63000; GST-Rac1 activated beads, fluorescent GTP binding, flow cytometry; actives lie on both sides; 100% means binding = to untreated wells; percent activity (GTP binding), % at 10 µM; 190,000 compounds, 0.11% hits; AID 764;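 active means GTP binding at least 20 percentage points away from the 100% baseline, in either direction, so actives lie on both sides; inconclusive means Compound likely fluorescent itself, or too few beads counted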
# Rab2 wt GTP – changes GTP binding to wildtype dog Rab2A, up or down; P61105; GST-Rab2 wt beads, Bodipy-GTP binding, flow cytometry; GTP binding activity, % at 10 µM; 190,000 compounds, 0.19% hits; AID 760;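 active means GTP binding activity at least 20 points away from 100%, either lowered or raised; inconclusive means signal likely due to the compound's own green fluorescence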;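 further: 0% = beads with excess unlabeled GTP and 100% = no-compound control corrected for plate trend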
# Mcl1 Bid PPI – disrupts binding of human Mcl-1 to Bid peptide; Q07820; TR-FRET Mcl-1/Bid-Dy647 peptide binding, 1536-well; inhibition, % at 21.7 µM; 220,000 compounds, 0.97% hits; AID 1021;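 active means compounds that cut the binding signal by more than half at the single screening dose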;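 further: His-tagged Mcl-1 with europium anti-His antibody binding Bid BH3 peptide; 0% = Mcl-1 plus peptide wells and 100% = peptide-only wells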
# Cdc42 wt GTP – modulators (inhibitors or activators) of GTP binding to human Cdc42 wildtype. GST-Cdc42 beads, Bodipy-GTP binding, flow cytometry; actives lie on both sides. percent activity (GTP binding), % at 10 µM. P60953. AID 761. 190,000 compounds, 0.2% hits;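 active means percent activity GTP binding at least 20 points away from the 100% baseline, either down as inhibitor or up as activator; inconclusive means compound flagged as likely green fluorescent from well-wide comparison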;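 further: median bead fluorescence of bound Bodipy-FL-GTP at 100 nM; 0% = excess unlabeled GTP control and 100% = no compound control; below 100% means less GTP binding so inhibitor and above means activator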
# Target sequence (P60953 whole entry, looked up): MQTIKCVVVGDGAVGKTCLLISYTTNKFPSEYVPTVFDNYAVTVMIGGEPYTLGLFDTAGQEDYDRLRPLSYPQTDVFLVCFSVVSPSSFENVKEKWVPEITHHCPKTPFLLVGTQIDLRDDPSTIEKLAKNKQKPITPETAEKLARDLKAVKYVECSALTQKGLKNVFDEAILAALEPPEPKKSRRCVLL
# HRas wt GTP – changes GTP binding to wildtype human HRas | GTP binding activity, % at 10 µM | GST-Ras wt beads, Bodipy-FL-GTP binding, flow cytometry; actives lie on both sides | 190,000 compounds, 0.14% hits;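 active means GTP binding activity at least 20% away from the 100% baseline, either lowered as inhibitor or raised as activator; inconclusive means flagged as likely green fluorescent, judged across all proteins in the well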;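 further: 0% = unlabeled GTP competition control and 100% = no-compound control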
# Target sequence (P01112 whole entry, looked up): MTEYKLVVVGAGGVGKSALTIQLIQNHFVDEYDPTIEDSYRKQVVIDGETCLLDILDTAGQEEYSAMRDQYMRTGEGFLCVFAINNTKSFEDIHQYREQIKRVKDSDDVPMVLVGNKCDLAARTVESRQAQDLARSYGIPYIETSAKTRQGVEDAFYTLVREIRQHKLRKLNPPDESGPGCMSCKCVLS
# Numbers without * were called inactive; ? = inconclusive; . = not tested or not shown. Compounds as they come, and some 3% of all compounds hit somewhere here.
SMILES,Rab7 wt modul,GSH bead fluor,Rac1 wt modul,Mcl1 Noxa PPI,Pf gametocyte,Avidin bead fluor,Rac1 act GTP bind,Rab2 wt GTP,Mcl1 Bid PPI,Cdc42 wt GTP,HRas wt GTP
CCc1ccc(NC(=O)C2CCCN(S(C)(=O)=O)C2)cc1 (stereo not given),97,21,97,20,-18,9,96,100,-21,100,100
O=C(Nc1ccc2nsnc2c1)c1ccc2c(c1)OCO2,93,36,90,.,.,10,93,94,11,95,96
CCCNC(=O)c1ccccc1C(=O)NCCC,99,12,101,-1,.,31,99,98,-4,101,99
CN(CC(=O)N1CCN(c2ccccn2)CC1)S(=O)(=O)c1ccc(Br)cc1,100,26,97,16,.,14,98,99,-11,101,100
CC(NCc1ccc(N(C)C)cc1)C1CC2CCC1C2 (stereo not given),104,10,98,37,13,14,97,103,-45,97,101
CCOc1ccccc1NC(=O)COn1nnc2ccccc21,104,20,106,15,17,40,102,103,-10,106,104
Cc1ccc(N2C(=O)N(CC(=O)NCc3ccccc3Cl)C(=O)C2C)cc1 (stereo not given),93,16,96,8,.,10,93,95,-33,97,94
CCN(CC)CCOC(=O)c1ccc(NC(=O)c2cn(-c3ccccc3)nc2-c2cccs2)cc1,94,12,98,15,.,25,93,97,-11,97,96
Cc1ccc(S(=O)(=O)NC2CCCC2)cc1C,101,21,98,-13,.,14,98,102,-1,100,99
COCCNC(=O)c1sc2ncn(CC(=O)Nc3ccc(C)c(Cl)c3)c(=O)c2c1C,109,14,105,8,3,12,103,102,-8,101,103
Cc1ccccc1N1CCN(C(=S)c2ccccc2)CC1,102,3,102,11,.,14,97,99,-46,101,100
Nc1nnnn1/N=C/c1ccccc1C(F)(F)F,99,13,103,18,15,7,97,100,-16,103,100
Cc1ccc(S(=O)(=O)NC(=O)Nc2ccc(Cl)cn2)cc1,99,4,106,-5,8,7,103,100,-16,105,103
Fc1ccc(NCc2nnc(SCc3nnc(-c4ccccc4)o3)n2CC2CCCO2)cc1 (stereo not given),95,29,98,-10,.,13,93,96,-19,97,100
O=c1c2ccc([N+](=O)[O-])c3cccc(c32)c2nc3ccccc3n12,101,15,102,-5,.,11,99,102,-4,102,103
CC(C)Oc1cccc(C(=O)C2CCCN(Cc3ccc4nonc4c3)C2)c1 (stereo not given),104,16,99,22,20,7,94,99,-37,99,98
Cc1ccccc1CSCCNC(=S)Nc1ccccc1,96,14,89,10,.,8,90,92,-24,90,90
CCN(CC)CCCNc1nnc(C)c(=O)[nH]1,101,10,100,-1,-11,16,95,98,-19,99,98
CCc1nnc(NC(=O)[C@@H]2CCCN2S(=O)(=O)c2ccc3c(c2)OCCO3)s1,104,20,105,-14,.,10,101,108,-5,107,108
CC1=NN(c2ccccc2)C(=O)/C1=C\c1cn(-c2ccccc2)nc1C,95,15,98,-1,-5,12,93,93,68*,94,96
COc1ccc(S(=O)(=O)NCCCCNS(=O)(=O)c2ccc(OC)cc2)cc1,98,37,103,3,.,12,102,99,-4,99,99
CC(=O)c1ccc(N2CCN(c3ncc(C(F)(F)F)cc3Cl)CC2)cc1,98,33,99,7,.,12,100,100,-20,99,96
CCCCOc1ccc(C(=O)Nc2ccncc2)cc1,100,23,105,29,.,6,100,101,-7,105,101
CCc1nnc(NC(=O)CSc2nnc(-c3ccc(NS(=O)(=O)c4ccccc4)cc3)o2)s1,100,16,102,28,1,11,98,98,-6,94,99
COc1ccc(CCN(C(=O)/C=C/C(=O)O)C2CC(=O)N(c3ccccc3)C2=O)cc1 (stereo not given),102,12,103,0,11,13,97,99,-15,100,99
CCN(CC)c1ccc2c(c1)CCCN2,98,7,102,69*,.,16,96,96,-55,104,98
Cc1nnc(NC(=O)CSCc2ccccc2)s1,98,27,101,19,.,7,99,99,5,102,100
O=c1c2ccccc2[nH]c2ccc(F)cc12,92,11,93,7,18,12,94,94,-32,95,92
CC(C)CC(=O)c1c[nH]c(C(=O)NCC2CCCO2)c1 (stereo not given),100,30,108,1,-19,10,100,102,0,101,102
CCSc1nnc(NC(=O)/C=C/c2ccc3c(c2)OCO3)s1,101,9,101,4,.,16,99,100,-3,102,100

# 3 compounds out of the list, arranged by SMILES length, highest first.
SMILES,Rab7 wt modul,GSH bead fluor,Rac1 wt modul,Mcl1 Noxa PPI,Pf gametocyte,Avidin bead fluor,Rac1 act GTP bind,Rab2 wt GTP,Mcl1 Bid PPI,Cdc42 wt GTP,HRas wt GTP
Cc1ccc(S(=O)(=O)NC(=O)Nc2ccc(Cl)cn2)cc1,99,4,106,-5,8,7,103,100,-16,105,103
CC(NCc1ccc(N(C)C)cc1)C1CC2CCC1C2 (stereo not given),104,10,98,37,13,14,97,103,-45,97,101
CCN(CC)c1ccc2c(c1)CCCN2,98,7,102,69*,.,16,96,96,-55,104,98

# More results follow.
SMILES,Rab7 wt modul,GSH bead fluor,Rac1 wt modul,Mcl1 Noxa PPI,Pf gametocyte,Avidin bead fluor,Rac1 act GTP bind,Rab2 wt GTP,Mcl1 Bid PPI,Cdc42 wt GTP,HRas wt GTP
CCOC(=O)N1CCN(C(=O)C2CCCN(S(C)(=O)=O)C2)CC1 (stereo not given),102,14,105,17,5,7,103,103,-9,105,105
COc1ccccc1NS(=O)(=O)c1ccc(N2CCOCC2)c(NC(=O)c2ccco2)c1,101,13,100,14,18,21,96,97,-12,95,96
CC(/C=C/c1ccccc1)=N\NC(N)=S,102,33,102,9,10,13,96,101,-64,101,98
O=C1NC(=O)/C(=C\c2ccc(Sc3ccc(Cl)cc3)o2)N1,102,14,104,1,13,5,100,104,-60,105,104
CN1C(=O)C(O)(CC(=O)c2ccc(F)cc2)c2cc(Br)ccc21 (stereo not given),103,25,109,12,.,8,99,103,6,102,103
COc1ccc(NC(=O)CC2C(=O)N(c3ccc(OC)cc3)C(=S)N2NC(=O)c2cccc(F)c2)cc1 (stereo not given),96,17,102,0,3,3,98,97,-35,99,99
COCC(C)NC(=O)c1cccc([N+](=O)[O-])c1 (stereo not given),94,8,95,4,-9,3,96,95,-17,94,98
Nc1c(Cl)ncnc1N/N=C/c1ccccn1,95,10,101,0,-1,10,100,92,-21,100,96
COc1ccccc1-c1cc(C(=O)N/N=C\c2cn(C)nc2C)c2ccccc2n1,97,11,101,-1,12,4,97,96,-4,100,99
Cc1n[nH]c(=S)c2nn(-c3ccccc3)c(C)c12,100,8,103,15,.,34,100,98,70*,104,102
Cc1cc(C)cc(Nc2cc(C)nc3nc(C)nn23)c1,?,14,?,-3,.,8,?,?,-9,?,?
Cc1ccc2nc(N(CCN(C)C)C(=O)c3cc(Cl)sc3Cl)sc2c1,98,12,97,3,.,4,98,97,4,97,97
NC(CSS(=O)(=O)O)=NCCC12CC3CC(CC(O)(C3)C1)C2,102,18,104,0,13,12,100,102,-17,102,101
Cn1c(Cc2ccccc2)nnc1SCC(=O)N1CCCCC1,102,34,105,-17,.,7,100,98,-5,103,102
CCNC(=O)COC(=O)c1cc(-c2ccccc2)nn1-c1ccccc1,93,16,96,24,.,10,96,96,-3,97,93
Nc1ccc2nc(-c3ccc(Cl)cc3)[nH]c2c1,99,15,101,85*,.,6,99,97,-78,96,100
COc1cccc(C=NCCNC(=O)c2nonc2N)c1O,95,23,99,17,.,9,96,96,-41,95,96
CCOC(=O)C1C(=O)OC2(CCCCC2)C1C(=O)OCC (stereo not given),100,12,107,3,-13,10,99,102,1,102,103
Cc1ccc(OCC(=O)NCCN2CCCC2)cc1,101,28,105,-1,.,17,100,101,-18,105,103
O=C(c1ccc2c(c1)OCO2)N(c1ccccc1)C1C=CS(=O)(=O)C1 (stereo not given),104,35,98,11,5,15,96,100,-18,96,97
COc1ccc(N(C(=O)C2COc3ccccc3O2)C(C(=O)NC2CCCCC2)c2ccccc2)cc1OC (stereo not given),100,15,104,4,.,17,103,102,-5,99,101
Cc1ccc(-c2c[n+](CC(=O)c3ccc(Br)cc3)c3n2CCCCC3)cc1,94,11,99,5,-1,11,98,98,3,101,96
CNC(=O)CN1C(=O)NC2(CCc3ccccc3C2)C1=O (stereo not given),107,16,99,-5,-4,11,95,98,-12,96,98
Cc1ccc(OCC(=O)Nc2ccccc2-c2ccccc2)cc1,99,15,102,-9,.,23,97,103,-8,104,101

# Structures from the list above with a Cl atom, in the order listed:
SMILES,Rab7 wt modul,GSH bead fluor,Rac1 wt modul,Mcl1 Noxa PPI,Pf gametocyte,Avidin bead fluor,Rac1 act GTP bind,Rab2 wt GTP,Mcl1 Bid PPI,Cdc42 wt GTP,HRas wt GTP
Cc1ccc(N2C(=O)N(CC(=O)NCc3ccccc3Cl)C(=O)C2C)cc1 (stereo not given),93,16,96,8,.,10,93,95,-33,97,94
COCCNC(=O)c1sc2ncn(CC(=O)Nc3ccc(C)c(Cl)c3)c(=O)c2c1C,109,14,105,8,3,12,103,102,-8,101,103
Cc1ccc(S(=O)(=O)NC(=O)Nc2ccc(Cl)cn2)cc1,99,4,106,-5,8,7,103,100,-16,105,103
CC(=O)c1ccc(N2CCN(c3ncc(C(F)(F)F)cc3Cl)CC2)cc1,98,33,99,7,.,12,100,100,-20,99,96
O=C1NC(=O)/C(=C\c2ccc(Sc3ccc(Cl)cc3)o2)N1,102,14,104,1,13,5,100,104,-60,105,104
Nc1c(Cl)ncnc1N/N=C/c1ccccn1,95,10,101,0,-1,10,100,92,-21,100,96
Cc1ccc2nc(N(CCN(C)C)C(=O)c3cc(Cl)sc3Cl)sc2c1,98,12,97,3,.,4,98,97,4,97,97
Nc1ccc2nc(-c3ccc(Cl)cc3)[nH]c2c1,99,15,101,85*,.,6,99,97,-78,96,100
